Rac1 GTP hydrolysis = MgcRacGAP GTPase-activating activity inhibitors, confirmation, biochemical, ADP Hunter fluorescence; MgcRacGAP-stimulated Rac1 GTP hydrolysis, ADP Hunter fluorescence; higher % means a stronger effect; GST-tagged Rac1 F28L mutant substrate; inhibition, % at 30 µM; hits with a dose series show IC50 in µM; hit rate 0.6% among 340,000;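 active = first-screen hits whose inhibition reached a set limit at any dose in the follow-up dose series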;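 also: fluorescence reports GDP produced by GAP-driven GTP hydrolysis; strong numbers were not always called active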
NTR1 ag = NTR1-driven beta-arrestin-GFP spot formation – imaging, U2OS cells, high content, primary screen (AID 493036) | activation, % at 20 µM | hit rate 0.17% among 330,000 | P30989 | agonist mode;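 active = activation at or above 40% of the spot to cytoplasm intensity ratio, with at least 20 cells analyzed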;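 also: 0% = DMSO without peptide and 100% = 100 nM NTR1 peptide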
Target sequence (P30989 whole entry, looked up): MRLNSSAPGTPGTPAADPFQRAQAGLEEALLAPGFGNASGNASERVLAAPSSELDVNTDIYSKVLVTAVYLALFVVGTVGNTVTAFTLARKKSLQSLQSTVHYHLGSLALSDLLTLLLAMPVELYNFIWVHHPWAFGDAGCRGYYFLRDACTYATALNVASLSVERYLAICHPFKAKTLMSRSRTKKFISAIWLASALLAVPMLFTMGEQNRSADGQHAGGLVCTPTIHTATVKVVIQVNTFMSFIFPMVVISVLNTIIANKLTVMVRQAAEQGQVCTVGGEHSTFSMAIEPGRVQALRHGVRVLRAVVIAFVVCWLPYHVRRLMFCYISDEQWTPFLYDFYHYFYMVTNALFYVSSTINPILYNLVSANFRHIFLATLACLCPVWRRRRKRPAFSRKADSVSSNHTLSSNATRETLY
Myeloid diff 2 = promotes myeloid progenitor differentiation. ER-HoxA9 myeloid progenitors, lysozyme-GFP differentiation, flow cytometry. calls only at 10 µM. hit rate 1% among 360,000;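 active = normalized GFP-positive differentiation at or above the plate's own cutoff, the solvent-only control mean plus 3 SD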;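 also: cells exposed to compound for four days before flow analysis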
NTR1 ag cell count 20 µM = recorded beside NTR1 ag, whose call it bears; cell count; measured here: cell count, cytotoxicity flag
Myeloid diff 2 GFP+ MAC1+ % = recorded beside Myeloid diff 2, whose call it bears; GFP+ MAC1+ double positive, %; measured here: differentiation confirmed by MAC1 staining
Starred values were filed as active, the others as inactive; i = inactive. Only part of the results is shown (hit frequency here may not be typical).

Field names – A = Rac1 GTP hydrolysis; B = NTR1 ag; C = NTR1 ag cell count 20 µM; D = Myeloid diff 2; E = Myeloid diff 2 GFP+ MAC1+ %
1) COC(=O)C1=C(c2cccc(OCc3ccccc3)c2)C[C@@H]2CC[C@H]1N2C(=O)NCc1cccc(OC)c1
  A: 9.8%	B: -0.4	C: 57	D: i	E: 4.2

2) COc1cccc2c1O[C@H]1C(=O)CC[C@H]3CN(C)CCC231 (stereo partly drawn)
  A: 2.4%	B: -2.5	C: 39	D: i	E: 0.8

3) C/C=C/CC#N
  A: 3.2%	B: -0.1	C: 67	D: i	E: 0.2

4) NCCc1ccc(OCc2ccccc2)c(OCc2ccccc2)c1
  A: 9.0%	B: 17.3	C: 63	D: i	E: 1.2

5) COC(=O)C1=C(c2cccc(C#N)c2)C[C@@H]2CC[C@H]1N2C(=O)N1CCCC1
  A: 3.8%	B: 0.1	C: 63	D: i	E: 1.6

6) O=C1CN=C(c2ccccc2Cl)c2cc(Br)ccc2N1
  A: -1.6%	B: 2.9	C: 58	D: i	E: 1.2

7) COC(=O)C1=C(c2ccc(OCc3ccccc3)cc2)C[C@@H]2CC[C@H]1N2C(=O)NCc1cccc(OC)c1
  A: 6.2%	B: 2.2	C: 55	D: i	E: 3.5

8) COC(=O)C1=C(c2cc3ccccc3s2)C[C@@H]2CC[C@H]1N2C(=O)NCc1cccc2ccccc12
  A: 3.0%	B: 4.2	C: 50	D: i	E: 2.4

9) OCC(Br)CBr (stereo not drawn)
  A: 6.8%	B: -0.5	C: 56	D: i	E: 0.8

10) CC[C@H](C)/C=C(C)/C=C/C1=CC2=C(Cl)C(=O)[C@](C)(OC(C)=O)C(=O)C2=CO1
  A: 27.3%	B: 9.6	C: 65	D: i	E: 1.8

11) Cc1ccc2c(c1)C1C[N+](C)(CC(=O)c3ccc(Cl)cc3Cl)CCC1N2C(=O)c1ccc(F)cc1 (stereo not drawn)
  A: 1.2%	B: 1.7	C: 57	D: i	E: 0.6

12) COC(=O)C1=C(c2ccc3ccccc3c2)C[C@@H]2CC[C@H]1N2C(=O)NC(C)C
  A: 9.6%	B: -1.2	C: 72	D: i	E: 0.3

13) COC(=O)C1=C(c2ccc(-c3ccccc3)c(F)c2)C[C@@H]2CC[C@H]1N2C(=O)NC1CC1
  A: 4.0%	B: -1.5	C: 69	D: i	E: 2.5

14) O=c1ccc2c(O)c3ccoc3cc2o1
  A: 24.6%	B: 0.4	C: 45	D: i	E: 2.0

15) COc1ccc2[nH]c(C)c(CCNCc3cccnc3)c2c1
  A: 28.6%	B: -0.7	C: 58	D: i	E: 0.8

Field names – A = Rac1 GTP hydrolysis; B = NTR1 ag; C = NTR1 ag cell count 20 µM; D = Myeloid diff 2; E = Myeloid diff 2 GFP+ MAC1+ %
16) O=[N+]([O-])c1cccc2c([N+](=O)[O-])cccc12
  A: 5.1%	B: -1.0	C: 51	D: i	E: 1.4

17) COC(=O)C1=C(c2c(C)noc2C)C[C@@H]2CC[C@H]1N2C(=O)N1CCC(C)CC1
  A: -2.1%	B: 0.1	C: 73	D: i	E: 0.9

18) COC(=O)C1=C(c2ccc(OC(F)(F)F)cc2)C[C@@H]2CC[C@H]1N2C(=O)N1CCC(C)CC1
  A: 12.9%	B: 4.9	C: 79	D: i	E: 0.8

19) COC(=O)C1=C(c2cccc(OCc3ccccc3)c2)C[C@@H]2CC[C@H]1N2C(=O)NCc1ccccc1C(F)(F)F
  A: 1.4%	B: 2.9	C: 67	D: i	E: 4.5

20) Cc1cc(=O)oc2cc(OCC(=O)N3CCN(C(C)c4ccccc4)CC3)c(Cl)cc12 (stereo not drawn)
  A: 5.4%	B: 2.0	C: 91	D: i	E: 0.9

21) Cc1cc[n+](Cc2ccccc2)cc1
  A: 7.9%	B: -1.9	C: 99	D: i	E: 6.7

22) COC(=O)C1=C(c2ccc(C(C)=O)cc2)C[C@@H]2CC[C@H]1N2C(=O)N1CCC(O)(c2ccc(Cl)cc2)CC1
  A: 7.7%	B: -0.8	C: 48	D: i	E: 0.6

23) CC(C)(C)NC(=O)CN1CCCN(C(=O)COc2ccc(Cl)c3ccccc23)CC1
  A: 3.8%	B: 3.1	C: 58	D: i	E: 0.1

24) O=C(Cc1cccc(C(F)(F)F)c1)N1CCN(CC(=O)N2CCCC2)CC1
  A: 1.8%	B: -0.4	C: 57	D: i	E: 0.6

25) COC(=O)C1=C(c2ccccc2)C[C@@H]2CC[C@H]1N2C(=O)N1CCCC1
  A: 12.2%	B: 0.2	C: 92	D: i	E: 1.6

26) Cc1ccc(N)cc1N
  A: 2.4%	B: 1.0	C: 59	D: i	E: 2.6

27) COC(=O)C1=C(c2cccc(OC)c2OC)C[C@@H]2CC[C@H]1N2C(=O)N1CCOCC1
  A: 2.5%	B: -3.6	C: 97	D: i	E: 0.8

28) COC(=O)C1=C(c2ccc(F)cc2F)C[C@@H]2CC[C@H]1N2C(=O)NC1CC1
  A: 2.0%	B: -0.4	C: 56	D: i	E: 1.8

29) COC(=O)C1=C(c2ccc(F)cc2F)C[C@@H]2CC[C@H]1N2C(=O)N1CCOCC1
  A: 6.2%	B: 6.1	C: 53	D: i	E: 0.5

30) CCCNC(=O)N1[C@H]2CC[C@@H]1C(C(=O)OC)=C(c1ccc(-c3ccccc3)c(F)c1)C2
  A: 11.3%	B: 0.8	C: 68	D: i	E: 1.1

Field names – A = Rac1 GTP hydrolysis; B = NTR1 ag; C = NTR1 ag cell count 20 µM; D = Myeloid diff 2; E = Myeloid diff 2 GFP+ MAC1+ %
31) C[C@]12CC[C@@H](O)CC1=CCC1C2CC[C@@]2(C)C1C[C@@H](F)[C@@H]2O (stereo partly drawn)
  A: 1.8%	B: 4.0	C: 52	D: i	E: 1.0

32) COC(=O)C1=C(c2ccc(-c3ccccc3)c(F)c2)C[C@@H]2CC[C@H]1N2C(=O)NC1CCCCC1
  A: 4.2%	B: -0.6	C: 53	D: i	E: 2.5

33) COC(=O)C1=C(c2cccc3c2S(=O)(=O)c2ccccc2-3)C[C@@H]2CC[C@H]1N2C(=O)N1CCc2cc(OC)c(OC)cc2C1
  A: 4.2%	B: 7.9	C: 58	D: i	E: 0.9

34) COC(=O)C1=C(c2cccc(OCc3ccccc3)c2)C[C@@H]2CC[C@H]1N2C(=O)NCc1ccc(C(F)(F)F)cc1
  A: 8.3%	B: 3.4	C: 60	D: i	E: 1.2

35) CC(C)CC(C)N (stereo not drawn)
  A: 3.8%	B: 3.0	C: 68	D: i	E: 0.9

36) COC(=O)C1=C(c2c(C)noc2C)C[C@@H]2CC[C@H]1N2C(=O)N1CCC(O)CC1
  A: 15.2%	B: 1.7	C: 42	D: i	E: 0.7

Of the compounds above, 11 contain fluorine.
Field names – A = Rac1 GTP hydrolysis; B = NTR1 ag; C = NTR1 ag cell count 20 µM; D = Myeloid diff 2; E = Myeloid diff 2 GFP+ MAC1+ %
11) Cc1ccc2c(c1)C1C[N+](C)(CC(=O)c3ccc(Cl)cc3Cl)CCC1N2C(=O)c1ccc(F)cc1 (stereo not drawn)
  A: 1.2%	B: 1.7	C: 57	D: i	E: 0.6

13) COC(=O)C1=C(c2ccc(-c3ccccc3)c(F)c2)C[C@@H]2CC[C@H]1N2C(=O)NC1CC1
  A: 4.0%	B: -1.5	C: 69	D: i	E: 2.5

18) COC(=O)C1=C(c2ccc(OC(F)(F)F)cc2)C[C@@H]2CC[C@H]1N2C(=O)N1CCC(C)CC1
  A: 12.9%	B: 4.9	C: 79	D: i	E: 0.8

19) COC(=O)C1=C(c2cccc(OCc3ccccc3)c2)C[C@@H]2CC[C@H]1N2C(=O)NCc1ccccc1C(F)(F)F
  A: 1.4%	B: 2.9	C: 67	D: i	E: 4.5

24) O=C(Cc1cccc(C(F)(F)F)c1)N1CCN(CC(=O)N2CCCC2)CC1
  A: 1.8%	B: -0.4	C: 57	D: i	E: 0.6

28) COC(=O)C1=C(c2ccc(F)cc2F)C[C@@H]2CC[C@H]1N2C(=O)NC1CC1
  A: 2.0%	B: -0.4	C: 56	D: i	E: 1.8

29) COC(=O)C1=C(c2ccc(F)cc2F)C[C@@H]2CC[C@H]1N2C(=O)N1CCOCC1
  A: 6.2%	B: 6.1	C: 53	D: i	E: 0.5

30) CCCNC(=O)N1[C@H]2CC[C@@H]1C(C(=O)OC)=C(c1ccc(-c3ccccc3)c(F)c1)C2
  A: 11.3%	B: 0.8	C: 68	D: i	E: 1.1

31) C[C@]12CC[C@@H](O)CC1=CCC1C2CC[C@@]2(C)C1C[C@@H](F)[C@@H]2O (stereo partly drawn)
  A: 1.8%	B: 4.0	C: 52	D: i	E: 1.0

32) COC(=O)C1=C(c2ccc(-c3ccccc3)c(F)c2)C[C@@H]2CC[C@H]1N2C(=O)NC1CCCCC1
  A: 4.2%	B: -0.6	C: 53	D: i	E: 2.5

34) COC(=O)C1=C(c2cccc(OCc3ccccc3)c2)C[C@@H]2CC[C@H]1N2C(=O)NCc1ccc(C(F)(F)F)cc1
  A: 8.3%	B: 3.4	C: 60	D: i	E: 1.2
